M5 ag: CHRM5 agonism in calcium assay | CHO-K1 hM5 cells, Fluo-8 calcium fluorescence; 0% DMSO wells, 100% maximal acetylcholine response | activation, % at 3 µM | 360,000 compounds, 0.19% hits;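 active = activation above the run's mean over test compounds plus 3 SD, cut at about 23% in these data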;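 note: signal is peak over basal fluorescence ratio across the kinetic read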
CRFR2-BP ag: CRF-BP/CRF-R2 complex agonism; 350,000 compounds, 0.46% hits; AID 588473; activation, % at 13.2 µM; HEK293 CRF-R2/CRF-BP, calcium dye fluorescence (FLIPR); percent of saturating CRF peptide response;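 active = activation of at least 50%, plus an integration ratio under a set limit after plate pattern correction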;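 note: plate controls were neutral control wells without compound for no effect and CRF at EC100 for full effect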
M1 PAM: potentiates human M1 receptor response to acetylcholine | activation, % at 3 µM | AID 588819 | CHO-K1 hM1, Fluo-8 calcium fluorescence, ACh EC20; 0% = ACh EC20, 100% = maximal ACh | 360,000 compounds, 0.088% hits; in the data active = activation above about 19%, passing the limit was not always enough
Target sequence (P11229 whole entry, looked up): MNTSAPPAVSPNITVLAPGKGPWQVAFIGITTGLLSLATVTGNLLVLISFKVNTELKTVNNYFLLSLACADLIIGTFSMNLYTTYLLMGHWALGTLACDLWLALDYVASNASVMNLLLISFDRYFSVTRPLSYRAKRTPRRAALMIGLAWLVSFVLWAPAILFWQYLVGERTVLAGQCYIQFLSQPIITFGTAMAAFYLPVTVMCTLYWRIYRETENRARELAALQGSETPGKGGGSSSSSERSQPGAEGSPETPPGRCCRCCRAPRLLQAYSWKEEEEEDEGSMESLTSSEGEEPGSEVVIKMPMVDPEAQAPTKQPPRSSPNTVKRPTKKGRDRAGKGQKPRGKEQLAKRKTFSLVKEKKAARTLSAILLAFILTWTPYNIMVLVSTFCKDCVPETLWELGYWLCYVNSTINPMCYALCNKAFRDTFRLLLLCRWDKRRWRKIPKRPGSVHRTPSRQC
M4 ag: agonists of human muscarinic M4 receptor (CHRM4). P08173. CHO-K1 hM4/Gqi5, Fluo-8 calcium fluorescence; vehicle 0%, full acetylcholine response 100%. activation, % at 3 µM. 360,000 compounds, 0.14% hits. AID 624127;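 active = activation above the run mean over all test wells plus 3 SD, cut at about 32% in these data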;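 note: peak over basal fluorescence ratio per well then scaled between controls; 0% = DMSO wells and 100% = acetylcholine at EC100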
Target sequence (P08173 whole entry, looked up): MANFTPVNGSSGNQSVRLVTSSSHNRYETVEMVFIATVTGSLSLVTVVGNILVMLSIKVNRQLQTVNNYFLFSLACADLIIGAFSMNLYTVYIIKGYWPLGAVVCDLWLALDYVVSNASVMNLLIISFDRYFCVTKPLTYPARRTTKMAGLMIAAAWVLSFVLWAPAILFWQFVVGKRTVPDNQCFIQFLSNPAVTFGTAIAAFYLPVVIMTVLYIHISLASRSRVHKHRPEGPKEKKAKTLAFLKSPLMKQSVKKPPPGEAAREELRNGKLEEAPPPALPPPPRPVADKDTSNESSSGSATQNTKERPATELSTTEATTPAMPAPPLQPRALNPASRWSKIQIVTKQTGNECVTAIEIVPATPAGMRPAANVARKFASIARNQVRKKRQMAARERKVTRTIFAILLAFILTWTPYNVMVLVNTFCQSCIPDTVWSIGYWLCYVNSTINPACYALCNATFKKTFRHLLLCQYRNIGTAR
CHRM5 antagonist: blocks acetylcholine activation of human M5 receptor; P08912; CHO-hM5 cells, Fluo-8 calcium fluorescence, ACh EC80; inhibition, % at 3 µM; 360,000 compounds, 0.59% hits;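 active = inhibition above a per-plate cutoff, the mean of that plate's test compounds plus 3 SD, cut at about 27% in these data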;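 note: 0% = acetylcholine EC80 with DMSO and 100% = DMSO without agonist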
M1 antag: antagonists of human M1 muscarinic receptor; P11229; CHO-K1 hM1, Fluo-8 calcium fluorescence, ACh EC80 antagonist; inhibition, % at 3 µM; 360,000 compounds, 1.3% hits; AID 588852;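 active = percent inhibition above its own plate's cutoff, namely the mean of that plate's compound wells plus 3 SD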;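 note: peak over basal fluorescence ratio during 140 s after agonist addition; 0% = ACh EC80 plus DMSO and 100% = DMSO alone without agonist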
CHRM4 antagonist: CHRM4 antagonism in calcium assay; CHO-hM4 cells, ACh EC80, Fluo-8 calcium fluorescence; inhibition, % at 3 µM; 360,000 compounds, 0.73% hits; AID 624125;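 active = inhibition above its plate's cutoff, the mean inhibition of sample wells plus 3 SD, cut at about 27% in these data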;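 note: 0% = acetylcholine EC80 with DMSO and 100% = DMSO without agonist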
M5 PAM: CHRM5 positive allosteric modulation. activation, % at 3 µM. 360,000 compounds, 0.3% hits. CHO-K1 hM5, Fluo-8 calcium, ACh EC20 PAM; 0% = ACh EC20, 100% = ACh EC100. P08912;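 active = activation above the run cutoff, the mean activation of all test compounds plus 3 SD, cut at about 18% in these data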
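system = human M5 receptor in CHO-K1 cells | compound = one concentration, 3 µM final (nominal) | schedule = Post-acetylcholine fluorescence recording 140 s | signal = Fluo-8 calcium dye fluorescence, kinetic read | benchmarks = low control EC20 acetylcholine (0%), high control EC100 acetylcholine (100%) | repeats = singlicate, one well per test compound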
CHRM4 PAM: potentiates acetylcholine response at human M4 receptor; P08173; CHO-K1 hM4/Gqi5, Fluo-8 calcium fluorescence, ACh EC20; 0% = ACh EC20, 100% = maximal ACh; activation, % at 3 µM; 360,000 compounds, 0.4% hits;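 active = activation above its plate's cutoff, the mean activation of sample wells plus 3 SD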; note: some results filed as inactive read as strong as hits
* hit, by the source's call; x = no result given.

CHRM4 antagonist,M4 ag,Compound,CHRM5 antagonist,M1 antag,M5 PAM,M5 ag,CHRM4 PAM,M1 PAM,CRFR2-BP ag
1,1,Cc1cccc(N2CN(Cc3ccco3)CNC2=S)c1C,-1,3,9,1,23,4,3.5
-3,0,CCN(CC)S(=O)(=O)c1cccc(C(=O)Oc2cccnc2)c1,4,-4,-3,1,1,4,-1.2
-6,3,O=C(Nc1ccccc1)c1cc(C2CCCN(C(=O)c3ccccc3)C2)on1 (centres undefined),4,-9,-1,0,4,1,x
-1,0,CC1CCCCN1CCCNC(=O)CN1C(=O)c2cccnc2Oc2ccccc21 (centres undefined),13,-3,-7,-5,-2,0,3.8
8,0,O=C(COC(=O)c1cncc(Br)c1)NC1CC1,-1,-7,4,-1,0,10,-2.8
-9,2,COc1ccc(C(CC(=O)N2CCOCC2)c2c(OC)cc(OC)c3ccc(=O)oc23)cc1 (centres undefined),1,-18,1,3,3,13,-1.1
-5,2,COc1ccc(NCC(=O)NN=C2CCS(=O)(=O)c3ccc(F)cc32)cc1,0,4,1,1,5,-2,-1.5
-2,2,CS(=O)(=O)N(CCc1ccccc1)CC(=O)NCc1ccccc1Cl,-4,2,8,-1,-2,-6,-0.1
-7,3,COCCOC(=O)C(C#N)c1nc2ccccc2nc1N1CCN(Cc2ccccc2)CC1 (centres undefined),-13,-45,1,-3,1,7,1.3
9,0,CCC(C)(C)NC(=O)CN(C(=O)c1ccc(N2CCCC2)nc1)c1ccc(F)cc1,5,-20,2,-3,-5,7,-2.4
5,1,CCCCN(C(=O)/C=C/c1ccco1)c1c(N)n(CCC)c(=O)[nH]c1=O,13,5,-2,-2,-2,-2,-1.6
5,0,Cc1cc(C(F)(F)F)cc(NNC(=O)NC(=O)c2ccc(Cl)cc2)n1,0,-5,3,3,-4,17,1.2
3,3,COc1cccc(NC(=O)CC2Oc3ccccc3NC2=O)c1 (centres undefined),-3,1,0,-1,2,-1,0.6
-8,9,COC(=O)c1ccccc1S(=O)(=O)N1CCC(C(=O)OCc2ccc([N+](=O)[O-])cc2)CC1,9,7,-12,5,-8,-10,1.0
6,1,CSc1cccc(NC(=O)C2C3C=CC4(O3)C2C(=O)N(CCN2CCOCC2)C4C(=O)NC2CCCCC2)c1 (centres undefined),4,24,0,-3,0,-11,0.5

Continued (6 carried over from the part before).
CHRM4 antagonist,M4 ag,Compound,CHRM5 antagonist,M1 antag,M5 PAM,M5 ag,CHRM4 PAM,M1 PAM,CRFR2-BP ag
9,0,CCC(C)(C)NC(=O)CN(C(=O)c1ccc(N2CCCC2)nc1)c1ccc(F)cc1,5,-20,2,-3,-5,7,-2.4
5,1,CCCCN(C(=O)/C=C/c1ccco1)c1c(N)n(CCC)c(=O)[nH]c1=O,13,5,-2,-2,-2,-2,-1.6
5,0,Cc1cc(C(F)(F)F)cc(NNC(=O)NC(=O)c2ccc(Cl)cc2)n1,0,-5,3,3,-4,17,1.2
3,3,COc1cccc(NC(=O)CC2Oc3ccccc3NC2=O)c1 (centres undefined),-3,1,0,-1,2,-1,0.6
-8,9,COC(=O)c1ccccc1S(=O)(=O)N1CCC(C(=O)OCc2ccc([N+](=O)[O-])cc2)CC1,9,7,-12,5,-8,-10,1.0
6,1,CSc1cccc(NC(=O)C2C3C=CC4(O3)C2C(=O)N(CCN2CCOCC2)C4C(=O)NC2CCCCC2)c1 (centres undefined),4,24,0,-3,0,-11,0.5
-13,3,COc1ccc(-n2nnnc2CNC(=O)C(=O)c2c(C)[nH]c3ccccc23)cc1,3,1,-4,3,-2,-4,-1.3
4,1,CCN(CCNC(=O)C1CCN(S(=O)(=O)c2c(C)noc2C)CC1)c1ccccc1,8,-5,-5,-2,-4,7,-1.2
-6,2,Cc1cccc(-c2cccc3nccn23)c1,3,-4,-5,-2,-1,-2,x
-3,0,Nc1nc2nc(-c3ccccc3)cc(C(F)(F)F)c2s1,13,-9,-2,4,11,10,-1.3
-1,0,CN1C[C@@H]2C(c3ccccc3)C3(c4ccc(C#N)cc4)CC2(C3)[C@H]1c1ccccc1 (some centres undefined),5,0,2,-4,8,-4,-0.1
-1,0,COC(=O)CCNc1ccc2c(c1)OCCO2,-9,-4,10,1,2,5,1.0
-1,1,CN1CCN(S(=O)(=O)c2cccc(C(=O)Nc3sc4c(c3C(N)=O)CCCC4)c2)CC1,-1,-1,-4,-6,-1,0,-1.5
-12,1,CC1CCN(C(=O)COC(=O)C2CCN(S(=O)(=O)c3ccc(Cl)c(C(F)(F)F)c3)CC2)CC1,-3,-8,4,2,5,7,0.4
-3,1,c1ccc(CCNc2ncnc3c2nnn3Cc2ccccc2)cc1,-7,-8,1,3,6,4,-1.3
-10,13,Cc1cccc(NC(=O)CN2CCc3cc4c(cc3C2C)OCCCO4)c1 (centres undefined),2,6,-4,1,-16,-4,2.4
-7,1,COC(=O)c1ccc(COc2ncnc3c(Cl)cc(Cl)cc23)o1,1,-15,-3,-9,7,10,-1.4
8,5,Nc1nc(SCc2nc3scc(-c4cccs4)c3c(=O)[nH]2)n[nH]1,1,-18,0,4,1,1,1.1
-8,0,N#Cc1c(C(F)(F)F)cc(-c2cccs2)nc1SC(C(=O)O)c1ccccc1 (centres undefined),12,-4,-2,-1,4,1,2.2
2,0,Cn1c(C(O)c2ccccc2F)nc(Cl)c1Cl (centres undefined),-3,-11,-1,-2,10,9,-2.5
-5,-1,Oc1cccc2ccc(/C=C/c3c(F)cccc3Cl)nc12,-7,-1,-9,-2,-4,9,-0.9

Later entries:
CHRM4 antagonist,M4 ag,Compound,CHRM5 antagonist,M1 antag,M5 PAM,M5 ag,CHRM4 PAM,M1 PAM,CRFR2-BP ag
0,0,CC(C)CC(c1nnnn1Cc1ccc(F)cc1)N1CCC(C(N)=O)CC1 (centres undefined),-9,-10,-3,0,-4,8,0.6
-13,3,COc1ccc(OC)c(NC(=O)COC(=O)c2ccc(-n3cnnn3)cc2)c1,1,-3,-2,1,10,5,-1.0
0,3,CCOc1ccccc1OCCC(=O)Nc1ccc2c(c1)OCO2,12,-3,7,0,-2,4,-1.6
7,1,Cc1cccc(NC(=S)NCc2cccs2)c1,4,-3,1,-2,0,4,-0.6
1,1,Cc1sc2ncnc(N[C@@H](Cc3ccccc3)C(=O)O)c2c1C,8,-6,-1,1,-2,8,0.1
0,0,CC(C)=C1Cc2ccccc2C1=O,10,-1,-6,-1,-2,7,-0.4
-2,1,COc1ccc(/C=N/NC(=O)c2ccn[nH]2)cc1Cn1cc([N+](=O)[O-])cn1,9,-8,-3,1,-8,3,1.3
-4,1,Cc1cc(NC(=O)CSc2nnc(CNC(=O)c3cccc(C(F)(F)F)c3)o2)no1,0,-6,2,-2,3,5,-0.6
-7,1,CCC(=O)OCCn1c(Br)nc2c1c(=O)[nH]c(=O)n2C,13,5,-2,-4,3,1,-0.9
5,0,CCN(CC(=O)NC1CCS(=O)(=O)C1)S(=O)(=O)c1ccc(F)cc1 (centres undefined),10,-3,0,-2,20,10,-1.5
-7,2,COC(=O)c1ccc(-n2cnc3ccccc32)nc1,-4,6,-3,-1,2,-4,0.5
-6,3,COc1ccc(Nc2nnc(SCC(=O)c3cc4ccccc4o3)s2)cc1,9,-3,-6,-2,-12,2,-0.3
1,0,O=C(Cn1cc([N+](=O)[O-])cn1)NCc1ccco1,9,-13,-11,0,-9,2,-2.0
6,11,COc1ccc(CNC(=O)C2CCCN(Cc3nc(-c4cccc(C)c4)oc3C)C2)cc1 (centres undefined),12,15,-11,1,-2,-12,-1.6
4,1,CON(C)S(=O)(=O)c1cccc(C(=O)Nc2ccc(S(=O)(=O)NC3=NCCCCC3)cc2)c1,4,-2,-9,-2,-5,5,1.6

Further entries
CHRM4 antagonist,M4 ag,Compound,CHRM5 antagonist,M1 antag,M5 PAM,M5 ag,CHRM4 PAM,M1 PAM,CRFR2-BP ag
2,2,CC(C)C[C@@H](CO)N1CCN(Cc2ccc(O)cc2)CCC1=O,11,0,-4,-3,8,5,-2.2
-10,5,COc1cccc(-c2nnc(SCN3C(=O)c4ccccc4C3=O)n2C)c1,5,1,0,3,6,0,-4.9
-12,1,COc1ccc(C2(CNC(=O)c3ccccc3)CCCC2)cc1OC,-14,-19,3,6,-1,9,-5.0
5,-1,COC(=O)[C@@]12CCCCN1[C@H](c1ccc(-c3ccc(OC)cc3)cc1)[C@H]1C(=O)N(C)C(=O)[C@H]12,17,-6,2,-3,9,6,1.1
-7,1,COc1ccc(C(=O)Nn2c(C)ccc2C)cc1OC,9,-11,-11,1,4,5,-0.2
13,0,Cc1nnsc1C(=O)Nc1ccc(Cl)cc1,1,7,-1,-1,-3,-5,1.4
-7,5,COc1cc(CC(=O)N2CCc3ccccc32)cc(OC)c1OC,2,-1,-3,4,-2,0,0.3
-3,0,O=C(NCCCn1ccnc1)/C(=C\c1cccnc1)NC(=O)c1ccccc1F,-13,-16,-7,-5,-5,6,-1.0
6,5,O=C(C1=C[C@H](c2ccc3c(c2)OCO3)C[C@H](OCc2ccc(CO)cc2)O1)N1CCN(Cc2ccc3c(c2)OCO3)CC1,9,7,-5,-3,-9,-6,-0.4
5,1,CC1CC(=O)Nc2ccccc2N1S(=O)(=O)c1ccc(F)cc1F (centres undefined),3,-15,12,2,-1,15,0.0
5,8,CC1=NN(c2ccccc2)C(=O)C1C=Nc1ccccc1O (centres undefined),5,-8,-5,-2,-6,1,0.3
5,1,CCOC(=O)N1CCN(C(=O)C2CCC(=O)N2C(C)C)CC1 (centres undefined),7,-9,-1,0,4,8,-0.4
0,0,COc1cc(NC(=O)Nc2nnc([C@H]3C[C@H](O)[C@@H](CO)O3)s2)cc(OC)c1OC,9,-6,1,1,4,4,x
-16,2,CC(C(=O)Nc1ccc2c(c1)OCO2)N(C)CC(=O)Nc1ccccc1Cl (centres undefined),5,-8,0,-4,4,6,0.3
-4,0,CCC(C)NC(=O)Cn1c(=O)n(CCCCC(=O)NCc2ccco2)c(=O)c2ccccc21 (centres undefined),6,-9,-2,-3,15,4,-1.6

Next compounds follow.
CHRM4 antagonist,M4 ag,Compound,CHRM5 antagonist,M1 antag,M5 PAM,M5 ag,CHRM4 PAM,M1 PAM,CRFR2-BP ag
-2,1,O=C(O)c1ccc(C(=O)c2ccc3c(c2)C(=O)N(CC2CCCO2)C3=O)cc1 (centres undefined),-8,-7,10,-2,0,16,-0.7
-2,0,COc1ccc2c3c([nH]c2c1)C(C)N(C(C)=O)CC3 (centres undefined),5,-7,0,0,4,9,-1.9
0,0,Cc1cc(C)nc(N/N=C/c2ccncc2)n1,5,-7,-1,-1,1,5,0.3
-2,3,CCC(C)c1ccccc1NC(=O)COC(=O)C1=NN(c2ccccc2)C(=O)CC1 (centres undefined),0,-13,-2,1,3,5,-2.8
1,6,O=C(NCC1OCCc2ccccc21)c1ccc(NC(=O)c2ccc(Cl)cc2)cc1 (centres undefined),19,-6,-17,4,-6,1,-3.1
-3,1,COc1ccc(OCCn2cncn2)cc1,2,-22,-5,1,5,6,0.6
-5,1,Nc1nc(OCC2CCCCC2)c2[nH]cnc2n1,-4,-23,-1,0,4,-5,-2.1
7,-1,CCCCCCCCOC(=O)c1ccc(N)cc1,-3,1,3,-3,-5,3,-1.7
1,1,COc1ccc(CCNC(=O)C2CCCN(c3nn4c(=O)cc(C)nc4s3)C2)cc1OC (centres undefined),13,-6,-10,0,3,3,-0.3
-15,6,CCN(CC)S(=O)(=O)c1ccc(Cl)c(C(=O)NCc2ccccc2Cl)c1,5,-1,-3,-9,-2,-1,2.9

Assay outcomes as filed in PubChem BioAssay.
